GDH-TPI inh: GDH-TPI coupling enzyme inhibitors, primary screen, artefact control for M. tuberculosis FBA inhibitor project, biochemical, absorbance, full deck; inhibition, % at 4.8 µM; actives 1.2% (n = 360,000); AID 588335, 2011; GDH-TPI coupled enzyme counterscreen, NADH absorbance; in the data active = inhibition above about 30%;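 note: 0% = DMSO wells and 100% = wells lacking the enzyme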
BH1578 lux ind: inducers of Vibrio cholerae quorum light production without autoinducers, primary screen, BH1578 luxS cqsA deficient, single point | V. cholerae BH1578 lux reporter, luminescence, 6 h | activation, % at 18.7 µM | actives 0.16% (n = 350,000); in the data active = activation mostly above about 9.7%, no sharp cut-off; note: not every result past the cut was called active; inactives centre near 0; reference of the scale not given here
Mtb UGM inh: M. tuberculosis UGM enzyme inhibitors, primary screen, biochemical, fluorescence polarization, single point; UDP-galactopyranose mutase (Mycobacterium tuberculosis (strain ATCC 25618 / H37Rv)), …; purified UGM, fluorescence polarization probe displacement; inhibition, % at 10 µM; actives 0.06% (n = 320,000); in the data active = inhibition above about 10%, passing the limit was not always enough
Target sequence (P9WIQ1 whole entry, looked up): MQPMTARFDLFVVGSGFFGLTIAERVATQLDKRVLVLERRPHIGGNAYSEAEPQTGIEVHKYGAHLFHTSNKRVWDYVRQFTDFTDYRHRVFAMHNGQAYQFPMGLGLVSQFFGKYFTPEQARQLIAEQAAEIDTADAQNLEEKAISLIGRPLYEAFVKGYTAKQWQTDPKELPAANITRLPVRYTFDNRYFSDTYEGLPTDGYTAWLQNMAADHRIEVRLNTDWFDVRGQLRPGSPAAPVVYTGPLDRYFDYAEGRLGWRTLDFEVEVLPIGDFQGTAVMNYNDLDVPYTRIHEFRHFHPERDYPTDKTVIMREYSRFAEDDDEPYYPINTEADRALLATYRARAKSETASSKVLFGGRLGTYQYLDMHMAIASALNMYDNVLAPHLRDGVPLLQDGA
SARS 3CLpro inh: SARS-CoV 3CLpro protease inhibitors, primary screen, biochemical, quenched FRET. actives 0.14% (n = 290,000). recombinant SARS-CoV 3CLpro, quenched FRET peptide cleavage. inhibition, % at 6 µM. Replicase polyprotein 1ab (Severe acute respiratory syndrome coronavirus), P0C6X7. AID 1706, 2009; in the data active = inhibition above about 12%
PriA SSB inh: inhibitors of Klebsiella pneumoniae PriA binding to SSB C-terminal tail, primary screen, biochemical, AlphaScreen | AlphaScreen SSBct-PriA binding, biotinylated peptide | PriA–SSB C-terminal tail interaction (Klebsiella pneumoniae) | inhibition, % at 33 µM | actives 0.6% (n = 430,000); in the data active = inhibition mostly above about 37%, no sharp cut-off; inactive = mostly below about 20%;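 note: plate controls were negative control peptide for no effect and reference peptide for full effect; strong numbers were not always called active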
BioA inh: M. tuberculosis BioA enzyme inhibitors, primary screen, biochemical, plate reader, single point, HTS; 7,8-diaminopelargonic acid synthase BioA (Mycobacterium tuberculosis); purified M. tuberculosis BioA enzyme; inhibition, % at 9.99 µM; actives 0.096% (n = 360,000); in the data active = inhibition above about 40%
VHR inh abs: VHR1 phosphatase inhibitors, primary screen, biochemical, absorbance, uHTS | Dual specificity protein phosphatase 3 (Homo sapiens), P51452 | recombinant VHR phosphatase, pNPP absorbance | inhibition, % at 13.3 µM | actives 0.52% (n = 290,000); in the data active = inhibition above about 50%; note: some compounds called inactive have numbers as strong as hits
Mtb FBA inh: Mtb FBA enzyme inhibitors, primary screen, biochemical, fluorescence, strain H37Rv; Fructose-bisphosphate aldolase (Mycobacterium tuberculosis (strain ATCC 25618 / H37Rv)), …; purified M. tuberculosis FBA, fluorescence read-out; inhibition, % at 1 µM; actives 2.3% (n = 360,000); AID 588726, 2011; in the data active = inhibition above about 27%;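 note: 0% = vehicle and 100% = reference inhibitor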
Rv3671c inh: Rv3671c serine protease inhibitors, primary screen, biochemical, fluorescence polarization, M. tuberculosis H37Rv; P9WHR9; inhibition, % at 5.96 µM; actives 0.048% (n = 320,000); in the data active = inhibition above about 38%;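 note: extracellular domain of Rv3671c used as enzyme; 0% = enzyme with DMSO and 100% = no enzyme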
Target sequence (P9WHR9 whole entry, looked up, the tested form may be a part): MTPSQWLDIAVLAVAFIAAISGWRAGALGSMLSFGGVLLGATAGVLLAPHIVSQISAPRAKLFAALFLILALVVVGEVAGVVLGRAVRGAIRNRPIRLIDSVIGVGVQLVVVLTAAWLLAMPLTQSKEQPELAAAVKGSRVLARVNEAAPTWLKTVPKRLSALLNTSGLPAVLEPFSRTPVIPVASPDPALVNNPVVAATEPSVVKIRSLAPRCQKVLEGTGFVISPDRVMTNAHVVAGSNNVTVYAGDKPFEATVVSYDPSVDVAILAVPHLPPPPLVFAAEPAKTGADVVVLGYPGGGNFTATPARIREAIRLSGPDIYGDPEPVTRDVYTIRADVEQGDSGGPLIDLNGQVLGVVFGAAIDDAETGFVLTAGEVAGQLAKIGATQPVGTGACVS
MazF activator: activators of E. coli MazEF toxin-antitoxin RNase, primary screen, biochemical, fluorescence, uHTS | Endoribonuclease toxin MazF (Escherichia coli (strain K12)), P0AE70 | actives 0.32% (n = 350,000) | FAM/BHQ RNA-DNA oligo cleavage fluorescence, 5 h | activation, % at 20 µM | AID 504720, 2011; in the data active = activation above about 50%
Target sequence (P0AE70 whole entry, looked up): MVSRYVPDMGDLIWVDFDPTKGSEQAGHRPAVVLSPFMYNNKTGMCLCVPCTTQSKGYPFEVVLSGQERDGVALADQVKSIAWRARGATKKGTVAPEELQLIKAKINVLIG
* marks the source's active call; other numbers are inactive results; i = inactive; nt = not tested or not shown.

SMILES	GDH-TPI inh	BH1578 lux ind	Mtb UGM inh	SARS 3CLpro inh	PriA SSB inh	BioA inh	VHR inh abs	Mtb FBA inh	Rv3671c inh	MazF activator
Cc1onc(-c2c(Cl)cccc2Cl)c1NC(=O)NN(C)C	-3	i	1.7	1	-5	-2.6	40	-2	6	-5
Cc1csc(NC(=O)CSc2ncnc3c2cnn3-c2ccccc2Cl)n1	-3	nt	-2.4	-3	-1	0.9	-1	-1	-7	7
O=S(=O)(Nc1ccc2nc(-c3ccco3)[nH]c2c1)c1ccccc1	9	3.2	0.9	0	7	1.8	14	5	-6	7
O=C(C1=C[C@@H](c2ccc(C(F)(F)F)cc2)C[C@@H](OCc2ccc(CO)cc2)O1)N1CCN(Cc2ccccc2)CC1	3	i	0.6	1	-4	-2.9	21	0	-1	-4
Cc1ccc2oc(C(F)(F)C(F)F)cc(=O)c2c1	10	-0.4	-0.5	2	-3	nt	21	2	-1	1
CCOc1cc(C=C2C(=O)NC(=O)NC2=O)ccc1OS(=O)(=O)c1ccccc1	-7	i	1.2	4	-1	1.0	33	4	-7	-1
CC(NC(=O)C(=O)NCCC1=CCCCC1)c1ccccc1 (configuration not stated)	6	-0.2	-0.8	-4	-10	nt	-5	3	6	1
COc1cccc(C(=O)N2CCN=C2SC)c1	-11	i	-0.4	3	-15	nt	13	1	1	8
O=C(Nc1ccccc1)C(c1ccccc1)c1ccccc1	-7	i	-0.3	4	7	-0.6	28	1	-12	10
CC[C@]12c3[nH]c4cc(CCC(=O)N(C)C)ccc4c3CCN1C(=O)[C@@H](CC(=O)NCCN1CCOCC1)C[C@@H]2C(=O)N1CCN(C(=O)C2CC2)CC1	1	-0.2	nt	nt	-12	-0.2	nt	7	nt	13
O=C(O)c1ccc(Cl)c(NC(=O)C2CCCN2S(=O)(=O)c2cccc3nsnc23)c1 (configuration not stated)	-7	i	0.3	5	-7	-1.2	15	1	-1	-2
COc1ccccc1C(CCNCc1ccc(N(C)C)cc1)c1ccc(OC(C)C)cc1 (configuration not stated)	3	-8.3	-2.0	2	1	2.0	nt	5	2	2
CC1(c2ccccc2Cl)NC(=O)N(CC(=O)NCc2ccc3c(c2)OCO3)C1=O (configuration not stated)	1	i	1.9	0	5	-0.5	15	-2	10	1
CCOC(=O)c1ccc(-c2cccc(-c3cc(=O)oc4cc(OC)cc(OC)c34)c2)cc1	1	-1.6	nt	nt	-17	-1.1	nt	-1	nt	-2
O=C(Nc1nc(-c2ccccc2)cs1)C1CCCN(S(=O)(=O)c2ccccc2)C1 (configuration not stated)	5	i	nt	6	-8	-0.2	-1	1	-160	-9

Single values from above:
Cc1csc(NC(=O)CSc2ncnc3c2cnn3-c2ccccc2Cl)n1 in SARS 3CLpro inh = -3
CC[C@]12c3[nH]c4cc(CCC(=O)N(C)C)ccc4c3CCN1C(=O)[C@@H](CC(=O)NCCN1CCOCC1)C[C@@H]2C(=O)N1CCN(C(=O)C2CC2)CC1 in MazF activator = 13

An excerpt from above in order of formula weight, lowest first.
SMILES	GDH-TPI inh	BH1578 lux ind	Mtb UGM inh	SARS 3CLpro inh	PriA SSB inh	BioA inh	VHR inh abs	Mtb FBA inh	Rv3671c inh	MazF activator
COc1cccc(C(=O)N2CCN=C2SC)c1	-11	i	-0.4	3	-15	nt	13	1	1	8
O=C(Nc1ccccc1)C(c1ccccc1)c1ccccc1	-7	i	-0.3	4	7	-0.6	28	1	-12	10
O=C(O)c1ccc(Cl)c(NC(=O)C2CCCN2S(=O)(=O)c2cccc3nsnc23)c1 (configuration not stated)	-7	i	0.3	5	-7	-1.2	15	1	-1	-2
O=C(C1=C[C@@H](c2ccc(C(F)(F)F)cc2)C[C@@H](OCc2ccc(CO)cc2)O1)N1CCN(Cc2ccccc2)CC1	3	i	0.6	1	-4	-2.9	21	0	-1	-4

Next part:
SMILES	GDH-TPI inh	BH1578 lux ind	Mtb UGM inh	SARS 3CLpro inh	PriA SSB inh	BioA inh	VHR inh abs	Mtb FBA inh	Rv3671c inh	MazF activator
Cc1onc(-c2ccccc2Cl)c1C(=O)NC(=S)Nc1ccc(C(C)C)cc1	12	-0.4	4.0	8	-2	nt	10	0	-20	-4
COc1ccc(C(=O)N/N=C2/SCC(=O)N2Cc2ccc3c(c2)OCO3)cc1OC	6	-2.2	-0.6	-6	nt	2.8	2	-2	-7	3
COc1ccc(CCNC(=O)CSc2nc3[nH]c(=O)cc(O)c3s2)cc1	4	i	-2.6	nt	-1	0.1	nt	2	-5	-7
C=CC(=O)N1C/C=C\C(c2ccc(OC)cc2)N(Cc2ccc(F)cc2)C(=O)C1 (configuration not stated)	-4	i	nt	nt	0	0.4	11	1	nt	1
CC(=O)NC1C(OCCOc2ccc(Cl)cc2C)OC(CO)C(O)C1O (configuration not stated)	-8	-0.7	1.3	0	-2	1.6	24	2	nt	-3
CCN(CC)C(=O)c1ccc(Nc2nnc(C)c3ccccc23)cc1	8	3.0	0.6	6	-9	nt	3	2	0	3
COc1cc(C(=O)Nc2c(C(=O)O)[nH]c3ccc(Br)cc23)cc(OC)c1OC	13	-3.0	1.4	6	-1	3.0	38	-1	-10	0
COc1ccc(NC(=O)Nc2ccc(CC(=O)O)cc2)cc1	2	-0.4	-1.3	1	-2	nt	14	-1	3	-3
Cc1cc(OCCCn2ccnc2)cc(C)c1Cl	-5	2.0	-0.5	-1	13	2.1	2	4	1	-4
O=C(CN1CCSCC1)N/N=C/c1cccc(Cl)c1	0	-0.4	2.4	-2	nt	nt	9	1	1	5
COc1ccc2cc(C#CC3=CC(=O)C[C@H](c4ccc(F)cc4)C3)ccc2c1	10	i	nt	nt	nt	nt	nt	7	nt	-5
Cn1ccnc1SCC(=O)Nc1ccc2ccccc2c1	11	-0.9	0.3	0	24	nt	-12	-1	4	-3
Cc1onc(-c2ccccc2)c1C(=O)OCCOc1cccc(Cl)c1	4	-0.5	-1.0	-4	-63	0.1	-19	3	0	-3
COc1cccc(C(=O)Nc2c(F)cccc2F)c1	0	-0.3	-5.3	1	-7	-0.9	26	-2	-3	-1
COC(=O)c1ccc2nc(-c3cccc(N)c3)cn2c1	26	i	1.2	1	6	0.9	35	-3	1	1
O=C(O)COCC(=O)N1CCCN(c2nccc(C(F)(F)F)n2)CC1	3	-0.1	-3.2	-4	-2	8.0	-5	0	-6	5
O=C(CCCCCN1C(=O)CCC1=O)Nc1ccc(Cl)c(C(F)(F)F)c1	-3	i	2.4	2	-10	1.6	10	1	-4	0
O=C(Nc1ccccc1Cl)C1C2CCCCC21 (configuration not stated)	1	1.4	nt	nt	-15	-0.1	nt	1	nt	-6
COc1ccc(CNC(=O)CN(C(=O)CCC(=O)Nc2nccs2)c2cccc(C)c2)cc1	-5	-6.2	2.2	0	2	-1.0	34	-2	-23	4
CC1=C(C(N)=O)C(c2cccnc2)n2nc(SCc3ccccc3Cl)nc2N1 (configuration not stated)	3	i	-2.0	-5	3	-2.9	9	1	-6	-11
Cc1cc(C)n2nc(C(=O)N/N=C/c3ccc(O)cc3)nc2n1	20	-0.3	-1.4	2	nt	-1.8	17	-2	9	5
COc1ccccc1N(C(=O)CNS(=O)(=O)c1ccccc1)C(C(=O)NCc1ccco1)C(C)C (configuration not stated)	-1	-0.3	nt	-2	-7	-0.4	10	1	nt	3
COc1ccc(C(O)P(=O)(OC(C)C)OC(C)C)c(OC)c1 (configuration not stated)	10	-0.4	0.3	7	-3	nt	6	1	3	2
Clc1ccc(-c2ccc(/C=N/Nc3nncc(-c4ccccc4)n3)o2)cc1	4	-0.3	1.5	5	nt	-0.7	6	-2	5	-2
COC(=O)c1c(NC(C)=O)sc2c1CCCCC2	4	-2.2	-2.6	-1	-8	nt	0	5	5	10
COCC(=O)NNS(=O)(=O)c1ccccc1[N+](=O)[O-]	0	-0.1	-1.2	-4	-7	0.6	5	2	2	0
O=C(O)c1ccccc1OC(=O)C12CC3CC(CC(C3)C1)C2	5	-0.1	-2.8	-1	-2	nt	14	10	1	10
O=C(NCCCn1ccnc1)Nc1ccc(Cl)cc1	10	0.9	1.2	-1	1	nt	13	-3	6	0
CCOC(=O)N1CCN(C(=O)CN(c2cccc(C(F)(F)F)c2)S(C)(=O)=O)CC1	9	-3.1	-4.2	-8	-1	1.0	-12	0	0	-2
Cc1nn(C)c(C)c1NC(=O)CN1CCC(O)(c2ccc3c(c2)OCO3)CC1	-3	-24	-1.2	-6	2	-0.4	8	-1	4	5
Cc1nnc(SCC(=O)Nc2cc(C(N)=O)cc(C(N)=O)c2)n1-c1ccccc1	3	-0.3	-2.7	3	-11	-2.3	4	-1	3	16
COc1ccc(CCN2C(=O)CC(N3CCOCC3)C2=O)cc1 (configuration not stated)	-2	i	0.5	4	7	-0.7	27	1	-11	-4
O=C(COC(=O)C1CCN(S(=O)(=O)c2cccs2)CC1)Nc1ccc(F)cc1Cl	-8	-5.7	0.4	nt	-17	0.8	nt	8	2	2
O=C(Cc1cccc2ccccc12)N/N=C/c1ccc(Sc2nc3ccccc3s2)o1	14	-0.1	4.4	1	nt	-0.9	15	1	-50	4
COC(=O)CN(C)C(=O)c1cccc(OC2CCN(S(=O)(=O)N(C)C)CC2)c1	4	i	-2.9	3	2	-2.1	18	2	4	12
COc1ccc(C(=O)c2ccc(CC(=O)O)s2)cc1	9	i	3.7	5	-5	nt	16	-4	-3	3
CCOc1cccc(NC(=O)/C(C#N)=C/c2cccnc2)c1	9	-0.7	-1.6	2	3	nt	15	2	6	-3
CCOC(=O)CSC1=NN2CCS(=O)(=O)N=C2S1	1	0.0	-0.5	-3	3	nt	26	2	10	-13
CC(NC(=O)c1ccccc1C(=O)O)c1ccc(-n2ccnc2)cc1 (configuration not stated)	4	-0.3	1.1	2	-27	3.1	14	-2	-9	1
CCOC(=O)c1c(C)n(-c2ccc(C)cc2)c2ccc(OCC(O)CNCC3CCCO3)cc12 (configuration not stated)	-5	i	0.3	-1	22	nt	10	-3	0	-15
CCOc1ccc(C(=O)NCCCCNC(=O)c2ccc(OCC)cc2)cc1	14	-0.4	0.0	9	-2	-2.3	8	-2	-4	-3
CCOC(=O)c1cnc2ccccc2c1Nc1cc(C(=O)O)ccc1C	6	-0.7	-0.2	9	-17	nt	38	0	0	-2
CCSc1ccccc1C(=O)Nc1ccc2c(c1)OCO2	3	i	-3.1	-1	2	nt	33	-1	0	-15
COc1cccc(C(=O)Nc2ncc3c(n2)CC(c2ccc(OC)cc2OC)CC3=O)c1 (configuration not stated)	-8	i	-6.4	2	-7	-0.7	15	4	-4	2
CCOc1ccccc1NC(=O)CCc1nnc2ccc(NCc3ccco3)nn12	-5	-0.1	-0.9	1	3	4.1	18	2	4	2
COc1ccc(/C=N/NC(=O)c2sc3nc(C)cc(C)c3c2N)cc1	1	i	-1.4	-2	i	1.1	-20	4	-1	29
O=C(NCCOc1ccccc1F)C1CCC(=O)N(CCc2cccc(F)c2)C1 (configuration not stated)	3	-0.3	1.3	-3	-16	-0.3	34	6	1	-5
Cc1cc(C)n(-c2nc3c(c(=O)[nH]c(=O)n3C)n2Cc2cccc(Br)c2)n1	0	2.0	0.2	-7	-4	0.3	0	8	0	-6
OC(CNC1CCCC1)COc1ccc(Cl)cc1 (configuration not stated)	-20	i	5.4	6	0	0.6	5	-4	7	10
COCCCNC(=O)c1ccccc1-c1cc(C)no1	-5	-0.6	-3.2	7	-10	nt	1	-2	6	1

Source: PubChem BioAssay (several laboratories)

Only part of the results is shown, so the mix of outcomes need not match the whole.
